Screens (PubChem BioAssay)
ATXN2 expr inh – reduces ATXN2 reporter expression in HEK-293 cells; HEK-293 ATXN2-luciferase reporter, luminescence, 24 h; Potency, µM (series often up to 57 µM), for inactives: at the top dose activity change, negative = inhibition, hits mostly inhibitors; 0.72% of 360,000 active; AID 1745845; also: potency is read from the fitted curve at half-maximal effect; % is scaled to controls: 0 for no effect and ±100 for the full control effect; nearly all actives have a fitted effect of over 55% in size
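ATXN2-luciferase reporter cells (luciferase flanked by upstream and downstream ATXN2 gene portions) were treated 24 h at 37 °C with compounds at up to 57 uM. SteadyGlo luminescence gave expression; GF-AFC fluorescence gave viability.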
IL1B secr inh – inflammasome signaling inhibition, IL-1 beta readout; 4.7% of 360,000 active; activity change, % at 57.5 µM; THP-1 LPS/ATP IL-1B secretion, AlphaLISA, 16 h; hits give low values; in the data active = activity change below about -50%; inconclusive = mostly about -30% to -49%; also: % is scaled to controls: 0 for no effect and ±100 for the full control effect
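THP-1 cells pretreated 1 hr with compounds (up to 57.5 uM final), then stimulated with LPS (250 ng/mL final) plus ATP (1.25 mM final); secreted IL-1B measured by AlphaLISA after 16 hr, decreased signal indicating inhibition.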
TGFb inhibitor – inhibitors of TGF-b signaling. HepG2 CAGA-GFP TGF-b/SMAD3 reporter, GFP fluorescence, 18 h; TGF-beta stimulated, 500 pg/mL final. Potency, µM (top dose mostly 46.1 µM), for the others: at the highest dose activity, negative = inhibition, most hits filed as inhibitors. 1.2% of 410,000 active; also: potency is read from the fitted curve at half-maximal effect; % is scaled to controls: 0 for no effect and ±100 for the full control effect; nearly all actives have a fitted effect of over 65% in size
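HEPG2 CAGA-GFP cells (1000/well, DMEM with 1% FBS) were pre-incubated 2 h at 37 degrees C, given compound by pin tool, then stimulated with TGF-beta at 500 pg/mL final for 18 h before per-cell GFP fluorescence imaging.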
A549 tox – A549 cytotoxicity, counter-screen for Nrf2 inhibitors; AID 504648; Potency, µM (highest dose often 46 µM), without a hit: at the top dose activity change, negative = cytotoxicity, actives largely listed as inhibitors; 0.16% of 390,000 active; A549 ARE-Fluc cells, CellTiter-Fluor viability, 18-24 h; also: potency is read from the fitted curve at half-maximal effect; % is scaled to controls: 0 for no effect and ±100 for the full control effect
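Cytotoxicity counterscreen: CellTiter-Fluor fluorescence was measured in A549 ARE_Fluc cells after 18-24 h of compound exposure in a concentration series. The subsequent BugLite luminescent read reports ARE-luciferase activity.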
HepG2 tox – kills HepG2 cells in TGF-b inhibitor counter-screen | Potency, µM (doses to about 46.1 µM), without a hit: at the highest dose activity change, negative = cytotoxicity, actives largely listed as cytotoxic | HepG2 CAGA-GFP viability, ATP luminescence, 18 h | 0.76% of 410,000 active | AID 588856; also: potency is read from the fitted curve at half-maximal effect; some results filed as inactive show a strong effect at the top dose
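CellTiter-Glo luminescence gave cytotoxicity after 18 hours at 37 degrees C. The cells were HepG2 CAGA-GFP in 1% FBS DMEM, stimulated with 500 pg/mL TGF-beta after compound addition. %Activity was normalised to no-cell wells (complete cell-killing) and DMSO (no toxicity), and curves were fitted and classified.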
MCF10A rereplic – inducers of DNA re-replication in MCF 10A breast cells; 2.9% of 350,000 active; Potency, µM (highest dose often 46.1 µM), inactives show at the highest dose activity, positive = re-replication, most hits filed as activators; MCF 10A DNA re-replication, Hoechst nuclear intensity, 48 h; AID 624296; also: potency is read from the fitted curve at half-maximal effect; % of control where 0% means no effect; nearly all actives have a fitted effect of over 50% in size
Nrf2 inh – Nrf2 pathway inhibition. 2.1% of 360,000 active. Potency, µM (highest dose often 46 µM), for the others: at the highest dose activity change, negative = inhibition, hits mostly inhibitors. A549 ARE-Fluc reporter, luciferase luminescence, 18-24 h. AID 504444; also: potency is read from the fitted curve at half-maximal effect; % is scaled to controls: 0 for no effect and ±100 for the full control effect; nearly all actives have a fitted effect of over 60% in size
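A549 ARE_Fluc cells (5000/well, 5% FBS OPTI-MEM) pre-incubated 2 h, then treated with compounds 18-24 h at 37C/5% CO2 in concentration-response. CellTiter-Fluor viability read first; BugLite luciferase luminescence after 15 min at room temperature gives Nrf2 activity.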
Nrf2 ARE act – activates Nrf2 signaling; AREc32 ARE-luciferase reporter (MCF7-derived line), luminescence, 24 h; Potency, µM (doses to about 46.1 µM), without a hit: top-dose activation, usual class: activators; 0.31% of 410,000 active; AID 624171; also: potency is read from the fitted curve at half-maximal effect; % of control where 0% means no effect; nearly all actives have a fitted effect of over 65% in size
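Nrf2 activation is followed as ARE-luciferase induction in the AREc32 line after one day of compound treatment; luminescence is read with Steady-Glo.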
S2 tox – reduces viability in counter-screen for ATXN expression inhibitors. S2 cells (HEK-293 line with an ATXN2-luciferase reporter) viability, CellTiter-Fluor protease fluorescence, 24 h. Potency, µM (titrated, usually from 56.7 µM), most hits filed as cytotoxic. 0.49% of 400,000 active. AID 651635; also: potency is read from the fitted curve at half-maximal effect; nearly all actives have a fitted effect of over 40% in size
* hit, by the source's call; [ ] = remark or other dose. Unless noted, calls follow the shape of the dose curve; as a rule, active = well fitted curve in the direction sought with a large enough effect; inconclusive = small, poorly fitted or top-dose-only effect, or another doubt; inactive = no such curve, though single readings can be large; an effect the other way counts as inactive or inconclusive. An unsorted share of the library. About 8.8% of those tested had a hit in this group.

`COc1ccc(-c2nc(C)c(CCNC(=O)c3ccco3)s2)cc1` gave ATXN2 expr inh 23%, TGFb inhibitor -12%, A549 tox 4%, HepG2 tox -30%, Nrf2 ARE act 5.7% and S2 tox inactive.
For CCCCc1ccc(NS(=O)(=O)c2cccs2)cc1 the results were ATXN2 expr inh -7%, IL1B secr inh 53, TGFb inhibitor inconclusive, A549 tox 15%, HepG2 tox -68%, MCF10A rereplic -2%, Nrf2 ARE act -0.6% and S2 tox inactive.
Screening O=C(CSc1nccn1Cc1ccccc1)Nc1ccc2c(c1)OCCO2 returned TGFb inhibitor -27%, A549 tox 7%, HepG2 tox -22% and Nrf2 ARE act -0.6%.
For Cc1nnc2ccc(-c3ccc(NS(=O)(=O)c4ccc(F)cc4F)cc3)nn12 the results were ATXN2 expr inh 14%, IL1B secr inh 65, TGFb inhibitor 24%, A549 tox -1%, HepG2 tox 0%, MCF10A rereplic inconclusive, Nrf2 inh inconclusive, Nrf2 ARE act 7.0% and S2 tox inactive.
Screening C=CCNC(=O)NC(=O)COC(=O)c1nc2nccc(C)n2n1 returned ATXN2 expr inh -6%, IL1B secr inh -3, TGFb inhibitor 1%, A549 tox 0%, HepG2 tox 14%, MCF10A rereplic 10%, Nrf2 inh 1%, Nrf2 ARE act -0.7% and S2 tox inactive.
O=C(Nc1ccc2c(c1)OCO2)C1COc2ccccc2O1 (stereo unspecified) was read as ATXN2 expr inh 42%[activator], IL1B secr inh -6, TGFb inhibitor 1%, A549 tox -2%, HepG2 tox -8%, MCF10A rereplic 7%, Nrf2 inh inconclusive, Nrf2 ARE act 3.1% and S2 tox inactive.
For COc1ccc(/C=N/NC(=O)c2ccncc2)c(OC)c1 the results were IL1B secr inh 30, TGFb inhibitor -11%, A549 tox 1%, HepG2 tox -7%, MCF10A rereplic -3%, Nrf2 inh 6%, Nrf2 ARE act 3.3% and S2 tox inconclusive.
For NC(=O)NC(c1ccc(Cl)cc1)c1ccccc1Cl (stereo unspecified) the results were ATXN2 expr inh -11%, IL1B secr inh 12, TGFb inhibitor -3%, A549 tox -4%, HepG2 tox -49%, MCF10A rereplic 4%, Nrf2 inh -2%, Nrf2 ARE act -0.9% and S2 tox inactive.
O=C(NCC1CCCO1)c1cc(NS(=O)(=O)c2cccs2)cc(NS(=O)(=O)c2cccs2)c1 (stereo unspecified) was read as IL1B secr inh 1, TGFb inhibitor -1%, A549 tox -3%, HepG2 tox -5%, MCF10A rereplic 3%, Nrf2 inh inconclusive, Nrf2 ARE act -1.0% and S2 tox inactive.
Cc1ccc(C(=O)c2ccccc2C(=O)OCC(=O)NCCc2ccccc2)cc1 was read as ATXN2 expr inh -2%, IL1B secr inh -75*, TGFb inhibitor -13%, A549 tox 7%, HepG2 tox 1%, MCF10A rereplic -4%, Nrf2 inh 5%, Nrf2 ARE act -0.8% and S2 tox inactive.
`O=C(O)/C=C(/c1ccccc1)C(F)(F)F` gave ATXN2 expr inh -1%, IL1B secr inh 7, TGFb inhibitor -17%, A549 tox 2%, HepG2 tox -1%, MCF10A rereplic -2%, Nrf2 inh 2%, Nrf2 ARE act 0.1% and S2 tox inactive.
CCCNC(=O)CC(NS(=O)(=O)c1ccc(Cl)cc1)c1ccco1 (stereo unspecified) was read as ATXN2 expr inh 1%, IL1B secr inh 2, TGFb inhibitor 6%, A549 tox -4%, HepG2 tox 14%, MCF10A rereplic -1%, Nrf2 ARE act 0.1% and S2 tox inactive.
O=C1NC2(CCCCCC2)C(=O)N1Cc1ccc([N+](=O)[O-])cc1 was read as ATXN2 expr inh 4%, IL1B secr inh -3, TGFb inhibitor -18%, A549 tox -2%, HepG2 tox 5%, MCF10A rereplic 9%, Nrf2 inh inconclusive, Nrf2 ARE act 5.3% and S2 tox inconclusive.
Screening CCc1ccc(OCC2NCCc3cc(OC)c(OC)cc32)cc1 (stereo unspecified) returned IL1B secr inh -15, TGFb inhibitor -29%, A549 tox -5%, HepG2 tox -33%, MCF10A rereplic -4%, Nrf2 inh 0%, Nrf2 ARE act 9.2% and S2 tox inactive.
For COc1ccc(-c2c(C)c3ccc(O)c(CN4CCCC4)c3oc2=O)cc1 the results were TGFb inhibitor 1%, A549 tox inconclusive, HepG2 tox -3% and Nrf2 ARE act 4.1%.
Screening COc1ccccc1CNCC(=O)Nc1cc(S(=O)(=O)N2CCCCC2)ccc1C returned ATXN2 expr inh -16%, IL1B secr inh -60*, TGFb inhibitor -17%, A549 tox 1%, HepG2 tox 4%, MCF10A rereplic 21%, Nrf2 inh -26%, Nrf2 ARE act 0.0% and S2 tox inactive.
`Cc1cccc(S(=O)(=O)Nc2cccc(-c3ccc(N4CCCCC4)nn3)c2)c1` gave TGFb inhibitor -12%, A549 tox -7%, HepG2 tox 2%, Nrf2 inh inconclusive and Nrf2 ARE act -0.5%.
For NNC(=S)Nc1ccc(S(=O)(=O)N2CCCCC2)cc1 the results were ATXN2 expr inh -10%, IL1B secr inh 41, TGFb inhibitor 0%, A549 tox 1%, HepG2 tox -31%, MCF10A rereplic inconclusive, Nrf2 inh -9%, Nrf2 ARE act -0.7% and S2 tox inactive.
CCC(C)(C)NC(=O)CN(Cc1ccc2c(c1)OCO2)C(=O)CCC(=O)Nc1nccs1 was read as ATXN2 expr inh 5%, IL1B secr inh -19, TGFb inhibitor -3%, A549 tox 1%, HepG2 tox -4%, MCF10A rereplic -3%, Nrf2 inh -12%, Nrf2 ARE act -0.2%[9.22 µM] and S2 tox inactive.
`Cc1ccc(CS/C(Nc2ccccc2C)=C(\C#N)C(N)=O)c(C)c1` gave ATXN2 expr inh -17%, IL1B secr inh 14, TGFb inhibitor 8%, A549 tox 2%, HepG2 tox -9%, MCF10A rereplic inconclusive, Nrf2 inh -11%, Nrf2 ARE act 3.4% and S2 tox inactive.
COc1cc(/C=N\NC(=O)c2nonc2N)c(OC)cc1Br was read as IL1B secr inh 83, TGFb inhibitor -21%, A549 tox 7%, HepG2 tox -25%, MCF10A rereplic inconclusive, Nrf2 inh 22%, Nrf2 ARE act 0.3% and S2 tox inconclusive.
For O=C(Cc1ccc(F)cc1)NCCc1cnc[nH]1 the results were ATXN2 expr inh 7%, IL1B secr inh 12, TGFb inhibitor 1%, A549 tox 3%, HepG2 tox 11%, MCF10A rereplic -1%, Nrf2 inh 5%, Nrf2 ARE act -0.4% and S2 tox inactive.
For O=C(c1cccc(NS(=O)(=O)c2ccc(Br)cc2)c1)N1CCCCC1 the results were ATXN2 expr inh 4%, IL1B secr inh 24, TGFb inhibitor -11%, A549 tox -7%, HepG2 tox -2%, MCF10A rereplic inconclusive, Nrf2 inh 0%, Nrf2 ARE act -0.5% and S2 tox inactive.
COC(=O)c1ccc(Cl)c(NC(=O)C2CCN(S(=O)(=O)Cc3ccccc3)CC2)c1 was read as ATXN2 expr inh -4%, TGFb inhibitor 19%, A549 tox 20%, HepG2 tox -12%, Nrf2 inh 17%, Nrf2 ARE act 2.1% and S2 tox inactive.
For COc1cc(C2NC(=S)NC(C)=C2C(=O)Nc2ccc(C)cc2)ccc1O (stereo unspecified) the results were ATXN2 expr inh 61%[activator], IL1B secr inh -15, TGFb inhibitor 0%, A549 tox 1%, HepG2 tox -2%, MCF10A rereplic -16%, Nrf2 inh 8%, Nrf2 ARE act 0.8%[9.22 µM] and S2 tox inactive.
For CN(C)S(=O)(=O)c1ccc(C(=O)NCc2nnc(SCC(=O)NCc3ccco3)o2)cc1 the results were ATXN2 expr inh 11%, IL1B secr inh 0, TGFb inhibitor 6%, A549 tox 0%, HepG2 tox 15%, MCF10A rereplic -2%, Nrf2 inh 7%, Nrf2 ARE act 0.3% and S2 tox inactive.
For COc1ccccc1NC(=S)NC1CCC(CC2CCC(NC(=S)Nc3ccccc3OC)CC2)CC1 (stereo unspecified) the results were ATXN2 expr inh -1%, IL1B secr inh 13, TGFb inhibitor -7%, A549 tox 17%, HepG2 tox -9%, MCF10A rereplic inconclusive, Nrf2 inh -14%, Nrf2 ARE act 0.3% and S2 tox inactive.
CCc1ccc(OCCCCn2c(CCNC(=O)C3CCCCC3)nc3ccccc32)cc1 was read as TGFb inhibitor -9%, A549 tox -3%, HepG2 tox -14% and Nrf2 inh 3%.
Screening COc1cc(C(=O)NCc2nc(-c3ccc(Cl)cc3)no2)cc(OC)c1OC returned TGFb inhibitor 0%, A549 tox 2%, HepG2 tox -7%, Nrf2 inh -25% and Nrf2 ARE act -0.7%.
O=C(C[C@H]1C[C@H](C(=O)N2CCOCC2)[C@@]2(CCC3CCCC3)c3[nH]c4cc(-c5ccco5)ccc4c3CCN2C1=O)NCCC1=CCCCC1 was read as ATXN2 expr inh -31%, IL1B secr inh inconclusive, TGFb inhibitor inconclusive, A549 tox inconclusive, HepG2 tox -8%, MCF10A rereplic -56%[inhibitor], Nrf2 inh inconclusive, Nrf2 ARE act 0.1% and S2 tox inconclusive.

3 structures from above, arranged by molar mass, rising:
For O=C(c1cccc(NS(=O)(=O)c2ccc(Br)cc2)c1)N1CCCCC1 the results were ATXN2 expr inh 4%, IL1B secr inh 24, TGFb inhibitor -11%, A549 tox -7%, HepG2 tox -2%, MCF10A rereplic inconclusive, Nrf2 inh 0%, Nrf2 ARE act -0.5% and S2 tox inactive.
CCc1ccc(OCCCCn2c(CCNC(=O)C3CCCCC3)nc3ccccc32)cc1 was read as TGFb inhibitor -9%, A549 tox -3%, HepG2 tox -14% and Nrf2 inh 3%.
O=C(C[C@H]1C[C@H](C(=O)N2CCOCC2)[C@@]2(CCC3CCCC3)c3[nH]c4cc(-c5ccco5)ccc4c3CCN2C1=O)NCCC1=CCCCC1 was read as ATXN2 expr inh -31%, IL1B secr inh inconclusive, TGFb inhibitor inconclusive, A549 tox inconclusive, HepG2 tox -8%, MCF10A rereplic -56%[inhibitor], Nrf2 inh inconclusive, Nrf2 ARE act 0.1% and S2 tox inconclusive.
